PP5 primary – PP5 (human) phosphatase inhibition | purified PP5c, OMFP substrate fluorescence | inhibition, % at 6.7 µM | 0.18% of 320,000 active | AID 1987;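 active = inhibition above the campaign's mean inhibition across all tested compounds plus 3 SD, cut at about 9.5% in these data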;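 also: 0% = DMSO only and 100% = 100 µM cantharidin control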
GRK2 aptamer HTS – human GRK2 inhibition via aptamer displacement | 0.59% of 330,000 active | inhibition of aptamer binding, % at 10 µM | P25098 | bead flow cytometry, FAM-aptamer displacement from GRK2 | AID 488847;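 active = inhibition of aptamer binding above 40%, roughly 3 SD of noise, on plates passing a quality check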;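 also: median bead fluorescence of bound FAM aptamer so fluorescent compounds give negative values; no value below 0 was filed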
Target sequence (P25098 whole entry, looked up): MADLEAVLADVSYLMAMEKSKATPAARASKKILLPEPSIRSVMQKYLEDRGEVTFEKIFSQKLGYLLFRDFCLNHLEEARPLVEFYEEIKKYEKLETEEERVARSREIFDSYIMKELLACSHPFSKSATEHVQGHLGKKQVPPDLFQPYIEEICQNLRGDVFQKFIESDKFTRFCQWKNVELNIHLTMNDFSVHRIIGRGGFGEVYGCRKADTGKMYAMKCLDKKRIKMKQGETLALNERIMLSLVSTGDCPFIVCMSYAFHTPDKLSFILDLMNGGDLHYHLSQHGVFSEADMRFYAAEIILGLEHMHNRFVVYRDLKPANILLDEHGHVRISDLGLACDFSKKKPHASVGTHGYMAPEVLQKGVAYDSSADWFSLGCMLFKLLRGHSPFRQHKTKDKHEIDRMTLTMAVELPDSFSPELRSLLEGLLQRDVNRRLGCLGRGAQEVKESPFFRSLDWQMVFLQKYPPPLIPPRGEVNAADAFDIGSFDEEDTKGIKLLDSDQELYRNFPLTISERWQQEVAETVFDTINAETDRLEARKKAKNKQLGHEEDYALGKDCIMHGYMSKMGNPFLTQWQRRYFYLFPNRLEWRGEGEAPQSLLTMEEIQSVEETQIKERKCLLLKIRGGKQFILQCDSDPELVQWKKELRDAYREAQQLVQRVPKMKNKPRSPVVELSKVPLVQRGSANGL
PP1 inh – PP1-alpha (human) inhibition in PP5 counter-screen; P62136; purified PP1alpha, OMFP fluorescence; inhibition, % at 6.7 µM; 0.9% of 320,000 active;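 active = inhibition above the mean inhibition of all tested compounds plus 3 SD, computed separately for each screening campaign, cut at about 15% in these data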
proCasp7 act – counter-screen: procaspase-7 (human) activation | AID 463210 | 0.093% of 330,000 active | P55210 | activation, % at 8.5 µM | recombinant procaspase-7, Ac-DEVD-pNA absorbance 405 nm; D23A/D198A/D206A triple mutant, cannot self-cleave; scale: DMSO 0, 5 µM enzyme 100;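 active = percent activation above the screen-wide mean plus 3 SD, cut at about 25% in these data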
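Assay system: Uncleavable procaspase-7 mutant enzyme / Input: 2 µM procaspase-7 mutant as dispensed / Dosing: single nominal 8.5 µM compound dose, 0.8% DMSO final / Timing: 1 h enzyme–compound preincubation and 2 h substrate reaction, both 25 °C / Detection: p-Nitroaniline absorbance at 405 nm, read at 0 and 120 min / Replication: singlicate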
proCasp3 act – activates human procaspase-3; P42574; recombinant procaspase-3 D3A, Ac-DEVD-pNA absorbance 405 nm; activation, % at 8.5 µM; 0.11% of 330,000 active;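 active = activation above the mean of all tested compounds plus 3 SD, cut at about 21% in these data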;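 also: 0% = DMSO alone and 100% = DMSO wells spiked with extra 5 µM PC-3 D3A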
Target sequence (P42574 whole entry D9A/D28A/D175A): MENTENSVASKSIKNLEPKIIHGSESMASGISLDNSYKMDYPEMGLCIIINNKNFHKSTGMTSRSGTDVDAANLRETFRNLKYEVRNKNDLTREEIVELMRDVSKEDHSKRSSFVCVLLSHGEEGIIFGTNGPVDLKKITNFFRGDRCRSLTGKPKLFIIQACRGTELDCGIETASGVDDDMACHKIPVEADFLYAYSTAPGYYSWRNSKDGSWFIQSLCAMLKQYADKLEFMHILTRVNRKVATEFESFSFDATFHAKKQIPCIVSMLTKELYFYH
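Compound: 8.5 µM single point, 0.8% DMSO / Material: Autoprocessing-dead procaspase-3 D3A mutant enzyme / Timing: 1 h preincubation plus 2 h reaction at 25 °C / Medium: Zinc-free HEPES/NaCl buffer with 0.01% Triton X-100 at pH 7.4 / Technique: 405 nm absorbance of p-nitroaniline, reads at 0 and 120 min / Repeats: one well per compound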
JMJD2C inh – inhibitors of human GASC-1 (JMJD2C) demethylase; 0.069% of 330,000 active; GST-JMJD2C(1-420) H3K9me3 demethylation, DELFIA europium; inhibition, % at 2.35 µM;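 active = more than half of a compound's replicate wells show inhibition beyond 50%, single wells judged on their own value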;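 also: signal counts dimethyl H3K9 product captured on neutravidin plate; 0% = median of DMSO wells and 100% = 0.3 times that DMSO median; strong numbers were not always called active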
VLA-4 inh – inhibition in a human VLA-4 binding assay; AID 2557; 0.2% of 330,000 active; P13612; inhibition, % (about 7 µM as worked out from the volumes in the protocol); VLA-4 expressing cells, ligand binding flow cytometry; in the data active = inhibition above about 50%
HCV core dimer – blocks dimerization of HCV core protein; inhibition, % at 5 µM; TR-FRET GST/Flag-core106 dimerization, 1536-well; 0.33% of 300,000 active;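 active = inhibition above the mean of all tested compounds plus 3 SD, set per screening campaign, cut at about 45% in these data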
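test system = GST/Flag-tagged HCV core106 proteins | probe or stimulus = Eu donor and XL665 acceptor anti-tag antibodies | times = compound-protein-antibody incubation 4 h at 22.5 °C | signal = TR-FRET, excitation 340 nm, emission 617 and 671 nm | measure = percent inhibition of core106 dimerization signal | controls = wells lacking GST-core106 and wells with excess unlabelled core106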
Fh CTSL1 inh – cathepsin L1 inhibition, PFM18AAP counter-screen | inhibition, % at 5.96 µM | recombinant F. hepatica cathepsin L1, Z-Leu-Arg-MCA fluorescence | 0.49% of 300,000 active | AID 1906;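 active = inhibition above the mean of all tested compounds plus 3 SD, set per screening campaign, cut at about 17% in these data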;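 also: 0% = plate median of test compound wells and 100% = 1 µM Z-Phe-Ala-diazomethylketone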
Active calls of the source: *; . = no result given; & = joins results of further samples.

no.	Compound	GRK2 aptamer HTS	JMJD2C inh	proCasp7 act	PP5 primary	PP1 inh	HCV core dimer	Fh CTSL1 inh	VLA-4 inh	proCasp3 act
1	COc1cc(NC(=O)COC(=O)CC(NC(C)=O)c2ccccc2)cc(OC)c1 (centres undefined)	2	7	1	1.6	2	2	-8	16	-3
2	Cn1ncc(C(=O)Nc2ccc(OC(F)(F)F)cc2)c1-n1cccc1	0	2	-1	1.8	0	-1	-3	4	13
3	CCN1CCN(C(=S)Nc2cc(C(=O)OC)ccc2C(=O)OC)CC1	0	3	-12	1.9	0	3	-2	1	-10
4	CC(C)(C)c1ccc(C2=NC(=O)C(CC(=O)O)S2)cc1 (centres undefined)	1	17	-3	3.6	-2	2	1	-5	-14
5	C[N+]1(CCOC(=O)C2(c3ccccc3)CCCC2)CCCCC1	2	3	-6	0.8	2	-10	-4	-4	5
6	CC(NC(=O)Nc1ccc([N+](=O)[O-])cc1)C(c1cccs1)N1CCCC1 (centres undefined)	0	-27	-6	2.5	-1	5	2	6	-2
7	COc1ccc(C(=O)N2CCSC2=S)cc1OC	0	9	6	1.1	-2	-9	1	2	-2
8	Cc1cc(C)cc(C(=O)NCC(=O)OCC(=O)NC2CCCc3ccccc32)c1 (centres undefined)	0	1	5	.	.	.	.	9	11

(next part)
no.	Compound	GRK2 aptamer HTS	JMJD2C inh	proCasp7 act	PP5 primary	PP1 inh	HCV core dimer	Fh CTSL1 inh	VLA-4 inh	proCasp3 act
9	CN1CCN(C2=C(Cl)C(=O)N(Cc3ccccc3)C2=O)CC1	0	1	4	1.3	0	-4	-2	23	-8
10	CCN(CC)c1ccc(NC(=O)CN2C(=O)CC(C)(C)S(=O)(=O)c3ccccc32)c(C)c1	1	1	7	1.1	-4	-8	-3	30	-10
11	Cc1[nH]c2ccc(C(=O)OC(C)C(=O)NC3CCCCC3C)cc2c1C (centres undefined)	1	-23	-8	4.6	2	.	.	0	-1
12	COc1cc(C(=O)OCC(=O)NC(=O)c2cccn2C)ccc1OC(F)F	3	50	5	-0.3	-2	7	-11	-10	1
13	COc1cc(C(=O)Nc2ncccc2C)ccc1OCC(=O)N1CCOCC1	1	-2	-5	-0.4	1	.	.	16	5
14	CC(C)COc1cccc(C(=O)NNC(=O)C2COc3ccccc3O2)c1 (centres undefined)	0	-20	6	1.5	-1	-3	-3	0	-7
15	CCc1noc(C)c1C(=O)NC1CC(C)(C)Cc2c1cnn2-c1ccccc1 (centres undefined)	3	-6	-4	4.2	0	-7	1	3	1
16	COc1cc(NC(=O)C(F)(F)F)cc(OC)c1	0	-16	10	0.1	-3	-3	-4	-5	-5

Later entries.
no.	Compound	GRK2 aptamer HTS	JMJD2C inh	proCasp7 act	PP5 primary	PP1 inh	HCV core dimer	Fh CTSL1 inh	VLA-4 inh	proCasp3 act
17	O=C(NC1CCCCCCC1)c1ccc(CNc2c(N3CCOCC3)c(=O)c2=O)cc1	2	-3	4	-0.3	-1	-2	7	32	-6
18	O=C(O)C1CCCN1C(=O)Nc1ccc(F)cc1 (centres undefined)	0	-20	0	2.3	1	0	-2	-3	-1
19	O=c1sc2ccccc2n1Cc1ccccc1	85*	-8	3	1.5	0	7	2	5	11
20	FC(F)(F)c1nnc2ccc(N3CCN(c4ccccc4)CC3)nn12	0	-1	-12	4.8	-4	6	0	3	4
21	O=C(Nc1nccs1)OCc1ccccc1	0	4	-12	3.2	3	-5	-5	-2	-11
22	CCOc1cc(/C=C2/C(=N)N3C(=NC2=O)SN=C3S(=O)(=O)C(C)C)ccc1OC(=O)c1ccco1	1	10	1	-1.5	-1	9	-5	-4	3
23	Cc1cccc(C(=O)NCC(C)NC(=O)c2cccc(C)c2)c1 (centres undefined)	0	3	0	3.1	-5	9	-3	9	4
24	CCOC(=O)CC(=O)CSc1ncnc2c1nnn2-c1ccc(OC)cc1	0	0	-10	1.1	-3	-1	4	11	-17

Whole records, looked up by structure:
O=c1sc2ccccc2n1Cc1ccccc1 in the list: GRK2 aptamer HTS: 85*; JMJD2C inh: -8; proCasp7 act: 3; PP5 primary: 1.5; PP1 inh: 0; HCV core dimer: 7; Fh CTSL1 inh: 2; VLA-4 inh: 5; proCasp3 act: 11
O=C(O)C1CCCN1C(=O)Nc1ccc(F)cc1 (centres undefined) in the list: GRK2 aptamer HTS: 0; JMJD2C inh: -20; proCasp7 act: 0; PP5 primary: 2.3; PP1 inh: 1; HCV core dimer: 0; Fh CTSL1 inh: -2; VLA-4 inh: -3; proCasp3 act: -1

Carrying on.
no.	Compound	GRK2 aptamer HTS	JMJD2C inh	proCasp7 act	PP5 primary	PP1 inh	HCV core dimer	Fh CTSL1 inh	VLA-4 inh	proCasp3 act
25	CC(Oc1ccc2c(-c3ccccc3)cc(=O)oc2c1)C(=O)NCC1CCC(C(=O)O)CC1 (centres undefined)	1&1	2	7&3	1.8&-0.6	-5&1	-2&-6	-10&4	30&4	10&-2
26	COc1ccc(C(CNC(=O)c2ccc3c(c2)C(=O)N(CCC(C)C)C3=O)N2CCOCC2)cc1 (centres undefined)	2	104&-1	2	1.2	0	-1	0	28	9
27	Cc1cc2nc(-c3ccc[nH]c3=O)n(Cc3cccc(F)c3)c2cc1C	0	-41	6	0.9	1	7	3	3	7
28	COc1ccc(S(=O)(=O)N2CCC(C(=O)O)(c3ccccc3)CC2)cc1	0	0	-2	2.7	0	-7	-2	-2	2
29	COc1cc(-c2cc(C(=O)NCCc3ccc(S(N)(=O)=O)cc3)c3ccccc3n2)cc(OC)c1OC	0	-42	1	0.6	-3	2	3	-10	4
30	CCOc1ccc(N(CC(=O)NCc2ccccc2Cl)S(=O)(=O)c2c(C)[nH]c(=O)[nH]c2=O)cc1	4	3	3	-0.6	0	0	-2	13	-3
31	COc1ccccc1C(=O)NC(=S)Nc1ccc(N2CCCC2)cc1	0	-4	-4	2.3	5	-3	-2	-14	6
32	CCc1ccc(NC2=CC(=O)CC(C)(C)C2)cc1	0	-15	10	1.1	1	-15	2	24	11

The list goes on.
no.	Compound	GRK2 aptamer HTS	JMJD2C inh	proCasp7 act	PP5 primary	PP1 inh	HCV core dimer	Fh CTSL1 inh	VLA-4 inh	proCasp3 act
33	CC(C)C(=O)N1CCC(CN=CC2=C(O)CC(C)(C)CC2=O)CC1	0	8	7	-2.9	3	-1	-1	2	1
34	Cc1ccccc1OCCn1cc(C(=S)N2CCCC2)c2ccccc21	0	29	8	4.3	15	8	6	-7	-2
35	CCN(C(=O)c1ccc(C)c(Br)c1)c1ccccc1	1	-32	10	1.8	2	2	0	10	-1
36	Cc1ccc(-c2csc3ncn(Cc4ccc(C(=O)O)cc4)c(=O)c23)cc1C	2	-7	-6	-1.6	13	6	2	0	7
37	O=C1NC(Cc2ccccc2)c2nc3ccc(Cl)cc3c(=O)n2-c2ccc(Cl)cc21 (centres undefined)	1	0	-5	0.8	-3	.	.	-1	-6
38	COc1ccc(C2OCC3(CO2)SC(=O)NC3=O)cc1 (centres undefined)	0	-26	6	1.0	-1	5	-2	-5	-1
39	C[C@H](NC(=O)OCc1ccccc1)C(=O)NNC(=O)[C@H](Cc1ccccc1)NC(=O)OC(C)(C)C	5	19	-5	0.9	-6	-13	-4	27	-4
40	CN1C(=O)C2(NCCc3c2[nH]c2ccccc32)c2ccccc21 (centres undefined)	0	12	-6	1.1	-5	-1	2	8	1

(cont.)
no.	Compound	GRK2 aptamer HTS	JMJD2C inh	proCasp7 act	PP5 primary	PP1 inh	HCV core dimer	Fh CTSL1 inh	VLA-4 inh	proCasp3 act
41	Cc1cc(OCC(=O)NCCN2CCOCC2)c2c(C)c(C)c(=O)oc2c1	1	2	3	1.1	-2	0	0	5	1
42	COc1ccc(CCNC(=O)CN2C(=O)c3ccccc3S2(=O)=O)cc1OC	0	21	8	0.4	-2	1	-2	3	2
43	COc1ccc(CCC(C)N2CCOCC2)cc1 (centres undefined)	0	-5	-3	1.5	-2	-2	0	2	5
44	CCOc1ccc(NC(=O)CC(C)S(=O)(=O)c2ccc3c(c2)NC(=O)CO3)cc1 (centres undefined)	2	-12	-2	2.5	-4	-5	-3	30	1
45	Cc1ccc(C(=O)NC2CC3CCCC(C2)N3C(=S)NCc2ccco2)cc1 (centres undefined)	1	-4	-25	1.6	1	3	0	5	-7
46	O=C(Cn1ccc2cc(S(=O)(=O)N3CCCCC3)ccc21)NCc1ccccc1F	1	-1	4	0.9	-1	9	1	7	-2
47	O=C(COC(=O)c1ccc(S(=O)(=O)N2CCCC2)cc1)NCc1ccc(Cl)cc1	0	-1	-7	0.7	-1	3	-8	2	-4
48	COC(=O)C(Cc1c[nH]c2ccccc12)NC(=O)c1cccs1 (centres undefined)	2	13	10	-0.8	-1	0	2	-2	2

Further structures
no.	Compound	GRK2 aptamer HTS	JMJD2C inh	proCasp7 act	PP5 primary	PP1 inh	HCV core dimer	Fh CTSL1 inh	VLA-4 inh	proCasp3 act
49	CCOC(=O)N1CCN(C(=O)c2ccc3c(c2)N(C)C(=O)/C(=C\c2ccc(OCC)c(OC)c2)S3)CC1	3	-2	-6	-1.8	-8	-9	20*	-1	2
50	COc1ccc(CCC(=O)Nc2ccc(S(=O)(=O)N3CCOCC3)cc2)cc1	0	3	4	1.2	0	-14	4	17	7
51	O=C(/C=C/c1ccccc1Cl)Nn1cnc2ccccc2c1=O	0	1	0	1.3	-2	-4	6	-2	-1
52	CCn1nc(C)cc1C(=O)NC1CCCc2c1cnn2-c1ccc(C)c(C)c1 (centres undefined)	0	-5	3	1.4	0	-8	1	10	4
53	CCCn1c(=O)c(C(=O)NNC(=O)c2cccc([N+](=O)[O-])c2)c(O)c2ccccc21	3	6	-13	0.1	20*	6	2	2	1
54	Cc1cccc(C)c1NC(=S)N1CC(C)OC(C)C1 (centres undefined)	1	-7	0	-0.1	-2	-6	-2	-8	-10
55	CCNC(=O)COC(=O)CCNC(=O)c1cccc(C)c1	0	-28	8	1.3	-3	-5	-5	22	-2
56	COc1ccc2ccc(OC)c(/C=N/n3cnnc3)c2c1	3	2	-2	5.9	-4	-10	0	14	-2

Among those listed so far, these contain fluorine.
no.	Compound	GRK2 aptamer HTS	JMJD2C inh	proCasp7 act	PP5 primary	PP1 inh	HCV core dimer	Fh CTSL1 inh	VLA-4 inh	proCasp3 act
2	Cn1ncc(C(=O)Nc2ccc(OC(F)(F)F)cc2)c1-n1cccc1	0	2	-1	1.8	0	-1	-3	4	13
12	COc1cc(C(=O)OCC(=O)NC(=O)c2cccn2C)ccc1OC(F)F	3	50	5	-0.3	-2	7	-11	-10	1
16	COc1cc(NC(=O)C(F)(F)F)cc(OC)c1	0	-16	10	0.1	-3	-3	-4	-5	-5
18	O=C(O)C1CCCN1C(=O)Nc1ccc(F)cc1 (centres undefined)	0	-20	0	2.3	1	0	-2	-3	-1
20	FC(F)(F)c1nnc2ccc(N3CCN(c4ccccc4)CC3)nn12	0	-1	-12	4.8	-4	6	0	3	4
27	Cc1cc2nc(-c3ccc[nH]c3=O)n(Cc3cccc(F)c3)c2cc1C	0	-41	6	0.9	1	7	3	3	7
46	O=C(Cn1ccc2cc(S(=O)(=O)N3CCCCC3)ccc21)NCc1ccccc1F	1	-1	4	0.9	-1	9	1	7	-2

Not a hit list; any-hit rate near 2.6%.
